Screens as filed in PubChem BioAssay.
sdo1 growth = growth rescue of sdo1-depleted yeast, primary screen, S. cerevisiae, bone marrow failure model; S. cerevisiae sdo1-depleted JHY4D growth rescue, OD600 30 h; active compounds read high; pdr5 snq2 efflux-pump mutant strain; z-score at 10 µM; 140,000 tested, 0.21% active;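 active = z-score above 3 at both the 24 hr and the 30 hr optical density reads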;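 note: z-score against mean and SD of all compound wells on the same plate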
Insulin prom inh = inhibitors of insulin promoter-driven GFP, primary screen, imaging, TRM-6 cells (human fetal islet line), eGFP reporter, cell count; reporter expression induced with tamoxifen; inhibition, % at 2 µM; 130,000 tested, 0.9% active;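 active = inhibition above the mean plus 3 SD, with well images judged a real hit on visual review, cut at about 60% in these data, passing the limit was not always enough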
sdo1 growth Rescue 24 h = also measured in sdo1 growth; calls as there; z-score; S. cerevisiae sdo1-depleted JHY4D growth rescue, OD600; measured here: growth rescue at 24 h;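 0 is the plate mean of compound wells and units are plate SD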
Numbers without * were called inactive; x = no result given. An excerpt, so the mix of outcomes need not match the whole.

The opening two entries as a preview:
compound	sdo1 growth	sdo1 growth Rescue 24 h	Insulin prom inh
Cn1c(CS(=O)Cc2c(Cl)cccc2Cl)nnc1SCc1ccc(Cl)cc1 (configuration not stated)	-1.2	-1.3	25
O=C1NC(=S)/C(=C\c2ccc(-c3ccccc3Cl)o2)S1	-1	-0.31	-36

The list itself, previewed entries included:
compound	sdo1 growth	sdo1 growth Rescue 24 h	Insulin prom inh
Cn1c(CS(=O)Cc2c(Cl)cccc2Cl)nnc1SCc1ccc(Cl)cc1 (configuration not stated)	-1.2	-1.3	25
O=C1NC(=S)/C(=C\c2ccc(-c3ccccc3Cl)o2)S1	-1	-0.31	-36
CCc1ccccc1NC(=O)c1cccc(Oc2ccc([N+](=O)[O-])cc2Cl)c1	-0.02	0.3	-59
COc1cc(/C=N/O)cc(Br)c1OS(=O)(=O)c1ccc(C)cc1	-1.6	-0.84	20
Cc1ccc(CNC(=O)CSc2nc3n[nH]c(C)c3c(=N)n2-c2cccc(C)c2)cc1	-1.4	-1.9	x
CCC(C)NC(=O)CSc1nc2ccc(N3CCOCC3)cc2c(=O)n1CCc1ccccc1 (configuration not stated)	-1.2	0.33	0
COc1cc(OC)cc(C(=O)Nc2nnc(NC(=S)Nc3ccccc3)s2)c1	0.62	0.2	20
COc1ccc(NC(=O)CSC2CCCCC2)cc1	0.24	-0.76	-24
CCc1nnc(NC(=O)c2sc3nc(C)cc(COC)c3c2N)s1	x	x	21
COc1ccc(-c2cc(-c3ccccc3)c(C#N)c(SCC(=O)Nc3ncc(C)s3)n2)cc1	-0.98	-0.52	x

More results.
compound	sdo1 growth	sdo1 growth Rescue 24 h	Insulin prom inh
Cc1ccc(C(=O)N2CC(=O)Nc3ccc(F)cc3C2c2ccc(F)cc2)cc1[N+](=O)[O-] (configuration not stated)	0.64	0.52	x
COc1cc(Br)cc(CNc2ccc(F)c([N+](=O)[O-])c2)c1O	x	x	40
COC(=O)c1ccc(NC(=O)CN2C(=O)C3C4C=CC(C4)C3C2=O)cc1 (configuration not stated)	0.06	-0.49	x
O=C(CCC1N=C2c3ccccc3N=C(SCC(=O)NCc3ccco3)N2C1=O)NCc1ccco1 (configuration not stated)	x	x	-36
CC(C)(C)CC(C)(C)Nc1c(-c2ccc(O)cc2)nc2cnccn12	x	x	56
CCCCNC(=O)CCSc1ccc(C)cc1	2.9	-0.48	-10
COc1ccc(/C=N/NC(=O)CCn2cnc(-c3ccccc3)c2-c2ccccc2)cc1OC	1.6	2.1	45
Cc1cc(C)nc(SCC(=O)Nc2ncc(C(F)(F)F)cc2Cl)n1	0.63	0.81	x
CCn1c(C)nc2cc(S(=O)(=O)C(F)(F)F)ccc21	0.65	0	39
N#CC1=C(N)OC2=C(CCC/C2=C/c2ccoc2)C1c1ccoc1 (configuration not stated)	0.55	-0.06	-73

Next section
compound	sdo1 growth	sdo1 growth Rescue 24 h	Insulin prom inh
CCCN(CCC)c1ncnc2c1cnn2-c1ccc(OC)cc1	-0.67	-0.53	-4
CCOC(=O)Cc1csc(NC(=O)CSc2ncnc3c2cnn3-c2ccc(OC)cc2)n1	-1.6	-0.38	19
O=C(CSc1nnc(-c2ccccc2)o1)NC1CCCCC1	0.85	0.89	17
CCCCOc1ccc(C(C)NC(=O)CCS(=O)(=O)Cc2ccc(C)cc2)cc1 (configuration not stated)	-1.5	-0.87	10
Cc1cccc(N2CCN(CC(=O)NCC3CCCCC3)CC2)c1C	-2.3	-1.7	x
CCOC(=O)C1CCCN(C(=O)c2ccc(CS(=O)(=O)c3ccc(Br)cc3)o2)C1 (configuration not stated)	-0.23	-0.38	x
CCCC(=O)N(Cc1cc2cccc(C)c2[nH]c1=O)c1ccccc1OC	-0.64	-0.55	44
CC(C)C(=O)Nc1ccc(C(=O)Nc2ccc(Br)cc2F)cc1	x	x	62
CC(NC(=O)Nc1ccccc1O)(C(F)(F)F)C(F)(F)F	0.57	0.58	-148
CCOC(=O)/C(=C/c1ccc(OC(=O)c2ccncc2)cc1)C(C)=O	x	x	47

The list goes on:
compound	sdo1 growth	sdo1 growth Rescue 24 h	Insulin prom inh
CC(C)CCSc1nc2c(c(=O)[nH]c(=O)n2C)n1CCCc1ccccc1	-1.7	0.95	x
COC(=O)c1ccc(CSc2nnc(C)s2)cc1	0.42	-0.14	11
COC(=O)C1=C(C)N(c2ccc(Br)cc2)C(=O)/C1=C\c1ccco1	-0.13	1	26
Cn1c(=S)ccc2ccccc21	x	x	0
COc1ccc(OC)c(NC(=O)c2c3c(nc4ccccc24)CCC3)c1	0.92	1.3	-25
CN(C)c1cccc(C(=O)NCC2CCCO2)c1 (configuration not stated)	0.07	0.11	-12
COC(=O)CSc1nnc(SCc2ccc(OC)cc2)s1	-0.06	-0.19	-26
C=CCn1c(SC(C)C(=O)NCCC2=CCCCC2)nc2ccccc2c1=O (configuration not stated)	0.56	0.5	31
CCOC(=O)C1=C(N)Oc2cc(O)ccc2C1c1cccnc1 (configuration not stated)	-0.78	-0.51	-17
CC(=O)OCCOc1nc(NC(C)C)nc(NC(C)C)n1	0.65	-0.19	14

Next section:
compound	sdo1 growth	sdo1 growth Rescue 24 h	Insulin prom inh
OCCOCCOc1ccccc1OCCOCCO	x	x	-88
COc1ccc(N2CCN(C(=O)CSc3ccc(C)cc3)CC2)cc1	x	x	44
C/C(CC1(O)C(=O)N(C)c2ccccc21)=N\O (configuration not stated)	0.26	0.35	x
CCOc1cc(/C=N/NC(=O)CSc2nncn2C)ccc1OCc1cccc(C)c1	-0.21	-0.62	14
COc1cc(/C=C2\SC(=O)N(CC(=O)Nc3cccc(C)c3)C2=O)cc([N+](=O)[O-])c1O	x	x	42
COC(=O)C/C=C/[C@@H](C)[C@@H](/C=N/OC[C@@H](C)[C@H](OCc1ccccc1)C(C)C)NS(=O)(=O)c1ccc(C)cc1	-0.39	-0.53	-50
CCCc1sc(N)nc1-c1ccc(C)cc1	0.27	-0.28	-19
O=C(Nc1ccc(Br)cc1F)C1CCN(c2nnc(-n3cccc3)s2)CC1	-1.3	-0.12	x
N#Cc1ccccc1Cn1cc(/C=N/Nc2ccc([N+](=O)[O-])cn2)c2ccccc21	x	x	-400
O=C(NNC(=O)c1ccccc1-n1cccc1)c1ccc(Cl)cc1	0.3	-0.46	-2

(more compounds)
compound	sdo1 growth	sdo1 growth Rescue 24 h	Insulin prom inh
CC1(C)CC(=O)C2=C(C1)N(c1ccc(F)cc1)C(=O)C2(O)C(F)(F)F (configuration not stated)	0.06	-0.8	13
CCOC(=O)c1c(C)[nH]c(C)c1C(=O)COC(=O)c1ccccc1O	0.31	0.98	x
O=C(COC(=O)CCCc1c[nH]c2ccccc12)Nc1ccc2c(c1)OCO2	-0.32	-0.07	x
CCOC(=O)Nc1nc(-c2ccc(Cl)cc2Cl)cs1	-1.6	-0.25	-43
COc1ccc([N+](=O)[O-])cc1NS(=O)(=O)c1ccc(Cl)c(C(=O)Nc2sc3c(c2C#N)CCCCC3)c1	x	x	25
O=C(Nc1ncccn1)c1cc(-c2cccc(Br)c2)nc2ccccc12	-1.6	-1.5	14
CCC(=O)n1nc(-c2ccc(Cl)cc2)nc1NCc1ccccc1	-0.65	-0.68	x
C=CCSc1nnc(CC(OC)OC)n1-c1ccccc1	x	x	36
N#Cc1c2c(c(-c3ccco3)[nH]c1=O)CCCC2	0.43	-0.96	x
Nc1nc2nccc(-c3ccc(Cl)cc3)n2n1	-0.26	-1.3	x

Further compounds
compound	sdo1 growth	sdo1 growth Rescue 24 h	Insulin prom inh
COc1cccc(CNC(=O)CCC2CCCN(Cc3ccc(OC(F)F)cc3)C2)c1 (configuration not stated)	x	x	-17
CCOc1ccc(-n2cc(C(=O)N3CCCCCC3)c3cc(OC)c(OC)cc3c2=O)cc1	-0.15	0.2	-9
C/C(CCc1oc2ccc(Br)cc2c1-c1ccc(C)o1)=N/O	-0.95	0.22	25
O=C(O)CCn1nnc(-c2ccccc2)n1	x	x	33
O=[N+]([O-])c1ccc(OCc2cnc(Cl)s2)cc1	x	x	-240
CCOC(=O)c1ccc(N=C2S/C(=C\c3cc(C)n(-c4cccnc4)c3C)C(=O)N2C)cc1	0.61	0.17	-43
COc1ccc(NC(=O)C2CCN(C(=O)c3cccs3)CC2)cc1	0.7	1.2	-43
CCOc1cc(N2CCOCC2)c(OCC)cc1NC(=O)COC(=O)CCc1c[nH]c2ccccc12	-0.27	-0.29	-500
CCC(NS(=O)(=O)c1ccc(C)cc1)C(=O)Nc1ccc(NC(C)=O)cc1 (configuration not stated)	1.2	0.37	35
Nc1nc(N)c2nc(-c3ccccc3)c(N)nc2n1	0.21	0.39	59

Later entries.
compound	sdo1 growth	sdo1 growth Rescue 24 h	Insulin prom inh
O=C(CCCc1ccccc1)Nc1nncs1	-0.12	-0.29	38
COC(=O)C1CCCN1C(=O)c1cccs1 (configuration not stated)	0.63	-0.81	15
CC(/C=N/Nc1nncc(=O)[nH]1)=C\c1ccccc1	-0.23	-0.99	x
O=c1oc2ccccc2c(Nc2cccc(O)c2)c1[N+](=O)[O-]	1.1	0.29	4
CC1(C)CC(=O)C(N=Nc2ccc(S(=O)(=O)N3CCCCCC3)cc2)=C(O)C1	0.95	0.17	0
COc1ccc(-c2nc(CS(=O)CC(=O)N3CCc4ccccc4C3)c(C)o2)cc1 (configuration not stated)	0.3	0.07	x
OCCN(CCO)c1ccc(C(c2ccc(Cl)cc2)c2ccc(N(CCO)CCO)cc2Cl)c(Cl)c1	-1.2	-0.86	x
CCOC(=O)C(Sc1nnc(-c2ccncc2)o1)C(C)=O (configuration not stated)	-0.29	-1.1	x
COc1cccc(-n2nnc3c(=O)n(CC(=O)NCC4CCCO4)cnc32)c1 (configuration not stated)	0.96	0.54	x
COc1ccccc1N/C(=N/c1nc(C)cc(C)n1)NC(C)=O	-0.57	-0.8	50

The list goes on.
compound	sdo1 growth	sdo1 growth Rescue 24 h	Insulin prom inh
CCCSc1nnc(Sc2nnnn2-c2ccccc2)s1	-1.4	-1	x
Fc1ccc(N2CCN(Cc3cnc(Cl)s3)CC2)cc1	x	x	14
O=C(COc1ccccc1[N+](=O)[O-])N/N=C/C=C/c1ccco1	0.14	-0.27	x
Cc1nc(SCC(=O)NCC2CCCO2)c2oc3ccccc3c2n1 (configuration not stated)	0.2	-0.48	-36
COc1ccc(-n2cc(CN(C)CCO)c(-c3cccc(F)c3)n2)cc1	x	x	27
N=C1C(=O)OCC1c1ccccc1NC(=O)c1ccccc1 (configuration not stated)	1.9	1.4	0
COc1cc(NC(=O)Nc2ccc(C)cc2)cc([N+](=O)[O-])c1	-0.65	-0.21	6
O=C(NCCC1=CCCCC1)C1CCN(S(=O)(=O)c2cccs2)CC1	-0.21	-0.57	-17
C=CCn1c(SCC(=O)N(CC)CC)nc(O)cc1=O	1.1	0.32	9
O=C(CN1CCOCC1)N1CCN(c2nnc(-c3ccccc3)c3ccccc23)CC1	1.9	2.1	6

Additional records.
compound	sdo1 growth	sdo1 growth Rescue 24 h	Insulin prom inh
COc1ccc(OC)c(S(=O)(=O)NCc2cn3ccsc3n2)c1	0.61	-0.34	-43
O=C(Nc1nccs1)C1CCN(S(=O)(=O)c2c(Cl)cccc2Cl)CC1	-0.81	-0.95	-19
O=C(/C=C/c1cccc(F)c1)Nc1nccs1	x	x	67
CSc1nnc2c3ccccc3n(CCc3ccccc3)c2n1	-1.7	-1.6	-28
O=C1NC(=S)N/C1=C\c1cccc([N+](=O)[O-])c1	1.2	1.1	-9
CCN(CCNC(=O)C1CCN(S(=O)(=O)c2cccc3nsnc23)CC1)c1ccccc1	0.45	0.03	-25
CCC(=S)/C=C1\Sc2ccccc2N1CCCS(=O)(=O)O	1.1	1.1	x
COc1cc(/C=C2\SC(c3ccc(C)cc3)=NC2=O)cc(OC)c1O	0.15	0.74	4
Cc1ccc(C)c(N2C(=O)c3ccc(C(=O)OCC(=O)c4c(N)n(C)c(=O)n(C)c4=O)cc3C2=O)c1	0.05	-0.48	17
COc1cccc(CN2CCCC(C(=O)N3CCCCC3)C2)c1OC (configuration not stated)	-0.33	-0.24	-65

The listing continues.
compound	sdo1 growth	sdo1 growth Rescue 24 h	Insulin prom inh
Cc1ccc(-n2c(=O)[nH]c3cc(C(=O)NC4CCN(Cc5ccccc5)CC4)ccc3c2=O)cc1	-0.1	-0.69	x
Cc1ccc(S(=O)(=O)N(C)CC(=O)Nc2ccncc2)cc1	0.46	0.45	-16
CC(=O)CCc1ccc(OCCCCN2CCC(Cc3ccccc3)CC2)cc1	x	x	-35
CCn1cnc2sc(C(=O)Oc3ccc(Br)cc3)c(C)c2c1=O	x	x	0
O=C(N/N=C1\CCCc2ccccc21)c1ccccc1[N+](=O)[O-]	-0.32	-0.41	33
CCSc1n[nH]c(=S)s1	x	x	-7
NC(=O)CN1C(=O)C2C3c4ccccc4C(c4ccccc43)C2C1=O (configuration not stated)	0.67	0.13	-39
O=C1CC(c2ccccc2)CC(O)=C1C=Nc1ccccc1O (configuration not stated)	x	x	-5
CCn1c(SCC(=O)c2ccc(C)cc2)nnc1-c1ccoc1C	-1.3	-1.9	21

Reformatted as labelled records: part of the list above
Compound: NC(=O)CN1C(=O)C2C3c4ccccc4C(c4ccccc43)C2C1=O (configuration not stated)
  sdo1 growth = 0.67; sdo1 growth Rescue 24 h = 0.13; Insulin prom inh = -39
Compound: O=C1CC(c2ccccc2)CC(O)=C1C=Nc1ccccc1O (configuration not stated)
  sdo1 growth = x; sdo1 growth Rescue 24 h = x; Insulin prom inh = -5
Compound: CCn1c(SCC(=O)c2ccc(C)cc2)nnc1-c1ccoc1C
  sdo1 growth = -1.3; sdo1 growth Rescue 24 h = -1.9; Insulin prom inh = 21
